Assay outcomes (PubChem BioAssay)
Cdc42 wt: changes GTP binding to wildtype human Cdc42. P60953. GST-Cdc42 beads, Bodipy-GTP binding, flow cytometry; actives lie on both sides. percent activity (GTP binding), % at 10 µM. actives 0.2% (n = 190,000);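 active = percent activity GTP binding at least 20 points away from the 100% baseline, either down as inhibitor or up as activator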;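 note: median bead fluorescence of bound Bodipy-FL-GTP at 100 nM; 0% = excess unlabeled GTP control and 100% = no compound control; below 100% means less GTP binding so inhibitor and above means activator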
Target sequence (P60953 whole entry, looked up): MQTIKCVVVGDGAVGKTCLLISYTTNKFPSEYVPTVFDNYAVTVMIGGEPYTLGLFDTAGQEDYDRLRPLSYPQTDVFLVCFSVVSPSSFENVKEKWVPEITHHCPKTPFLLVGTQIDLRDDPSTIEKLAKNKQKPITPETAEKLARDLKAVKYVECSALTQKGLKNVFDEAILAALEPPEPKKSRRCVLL
HRas wt GTP bind: modulators of GTP binding to human HRas wildtype. actives 0.14% (n = 190,000). GST-Ras wt beads, Bodipy-FL-GTP binding, flow cytometry; actives lie on both sides. GTP binding activity, % at 10 µM. P01112;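 active = GTP binding activity at least 20% away from the 100% baseline, either lowered as inhibitor or raised as activator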;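 note: 0% = unlabeled GTP competition control and 100% = no-compound control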
Target sequence (P01112 whole entry, looked up): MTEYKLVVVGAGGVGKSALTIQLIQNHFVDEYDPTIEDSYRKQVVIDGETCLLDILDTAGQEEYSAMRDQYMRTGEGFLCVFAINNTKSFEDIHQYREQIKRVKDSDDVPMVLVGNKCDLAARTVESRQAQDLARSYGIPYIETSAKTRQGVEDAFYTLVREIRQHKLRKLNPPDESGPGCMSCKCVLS
Rac1 mut GTP: alters GTP binding to activated mutant human Rac1; actives 0.11% (n = 190,000); P63000; GST-Rac1 activated beads, fluorescent GTP binding, flow cytometry; actives lie on both sides; 100% means binding = to untreated wells; AID 764; percent activity (GTP binding), % at 10 µM;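 active = GTP binding at least 20 percentage points away from the 100% baseline, in either direction, so actives lie on both sides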
Rab7 wt modul: dog Rab7 wildtype GTP binding, inhibitors and activators. GST-Rab7 beads, fluorescent GTP binding, flow cytometry; actives lie on both sides; untreated = 100%, excess cold GTP = 0%. GTP binding activity (percent of control), % at 10 µM. actives 0.055% (n = 190,000). AID 758;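 active = fluorescent GTP binding to Rab7 beads changed by at least 20 points from the 100% baseline, either direction, mostly lower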;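 note: median green fluorescence of bound Bodipy-FL-GTP per Rab7 bead population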
Rab2 wt GTP: changes GTP binding to wildtype dog Rab2A, up or down; P61105; GST-Rab2 wt beads, Bodipy-GTP binding, flow cytometry; GTP binding activity, % at 10 µM; actives 0.19% (n = 190,000);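 active = GTP binding activity at least 20 points away from 100%, either lowered or raised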;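 note: 0% = beads with excess unlabeled GTP and 100% = no-compound control corrected for plate trend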
GSH fluor: compound fluoresces at 488/530 nm on GSH beads; GSH beads flow cytometry, compound fluorescence 488/530 nm; hits give high values; fluorescence (KMESF) at 10 µM; actives 0.25% (n = 190,000); AID 1776; in the data active = fluorescence above about 89;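 note: glutathione beads carrying GST-tagged Bcl family fusion proteins plus one bare bead set; values are compound well signal with DMSO vehicle wells as background; inactives centre near 16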
Mcl1 Bid PPI: Mcl-1/Bid interaction inhibition; Q07820; TR-FRET Mcl-1/Bid-Dy647 peptide binding, 1536-well; inhibition, % at 21.7 µM; actives 0.97% (n = 220,000); AID 1021;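 active = compounds that cut the binding signal by more than half at the single screening dose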;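 note: His-tagged Mcl-1 with europium anti-His antibody binding Bid BH3 peptide; 0% = Mcl-1 plus peptide wells and 100% = peptide-only wells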
Target sequence (Q07820 whole entry, looked up): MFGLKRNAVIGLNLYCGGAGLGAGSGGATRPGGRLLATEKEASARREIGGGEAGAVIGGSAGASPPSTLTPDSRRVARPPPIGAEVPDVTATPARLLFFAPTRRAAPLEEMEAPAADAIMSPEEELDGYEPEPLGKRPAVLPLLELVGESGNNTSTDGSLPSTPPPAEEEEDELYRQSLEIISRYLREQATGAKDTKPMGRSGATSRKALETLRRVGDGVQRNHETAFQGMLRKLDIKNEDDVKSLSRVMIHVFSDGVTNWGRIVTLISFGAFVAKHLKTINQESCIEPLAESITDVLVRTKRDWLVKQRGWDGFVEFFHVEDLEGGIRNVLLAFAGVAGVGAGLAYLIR
Avidin bead fluor: avidin bead compound fluorescence profile; actives 0.38% (n = 220,000); fluorescence (KMESF) at 10 µM; Avidin beads, compound fluorescence 488/530 nm, flow cytometry; hits give high values; AID 1775; in the data active = fluorescence above about 47; note: inactives centre near 10
Rac1 wt modul: modulators of human Rac1 wildtype GTP binding | P63000 | GST-Rac1 beads, fluorescent GTP binding, flow cytometry; actives lie on both sides; 0 = cold GTP competed, 100 = untreated | GTP binding activity (% of control), % at 10 µM | actives 0.27% (n = 190,000) | AID 757;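 active = GTP binding activity at least 20 points away from the 100% control level, either lower or higher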
Mcl1 Noxa PPI: Mcl-1/Noxa interaction inhibition; Q07820; TR-FRET Mcl-1/Noxa peptide binding, 2 h; inhibition, % at 21.7 µM; actives 1.5% (n = 220,000); AID 1022;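 active = compounds that cut the protein-peptide binding signal by more than 50% relative to plate controls in a single-dose test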;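 note: His-tagged Mcl-1 with rhodamine Noxa BH3 peptide and terbium anti-His antibody; 0% = Mcl-1 plus Noxa peptide wells and 100% = peptide-only wells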
Pf gametocyte: kills late stage P. falciparum gametocytes; inhibition, % at 10.9 µM; AID 743093; P. falciparum stage V gametocytes, ATP luminescence, 24 h; actives 0.065% (n = 150,000);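 active = inhibition above the mean plus 3 SD of compounds within the control limits, set per campaign, cut at about 38% in these data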;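 note: 0% = DMSO wells and 100% = medium only without gametocytes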
* marks the source's active call; other numbers are inactive results; nt = not tested or not shown.

SMILES	Cdc42 wt	HRas wt GTP bind	Rac1 mut GTP	Rab7 wt modul	Rab2 wt GTP	GSH fluor	Mcl1 Bid PPI	Avidin bead fluor	Rac1 wt modul	Mcl1 Noxa PPI	Pf gametocyte
CC(=O)c1ccc(NC(=O)CC23CC4CC(C2)CC(n2nnc(C)n2)(C4)C3)cc1	99.0	101.0	96.0	103.0	100.0	18	-4.1	6	101.0	17.4	-22.7
C/C(Cl)=C\Cn1c(=O)c2c(nc3n2CCS3)n(C)c1=O	97.0	97.0	94.0	97.0	94.0	15	4.8	10	97.0	-6.4	-0.5
CCc1ccccc1NC(=O)c1ccccc1Sc1ccc([N+](=O)[O-])cc1Cl	97.0	96.0	99.0	94.0	95.0	8	2.8	13	100.0	7.5	0.7
Cc1ccc(C)c(C(=O)n2cnnc2N)c1	99.0	99.0	98.0	99.0	99.0	45	20.0	10	101.0	2.1	29.3
CCOC(=O)Cc1csc(NS(=O)(=O)c2ccc(OC)cc2)n1	93.0	95.0	94.0	103.0	97.0	24	-44.7	9	97.0	21.9	nt
CS(=O)(=O)N(CCc1ccccc1)CC(=O)NCc1ccncc1	100.0	99.0	95.0	104.0	98.0	25	3.6	14	101.0	-7.6	nt
COc1ccc(OC)c(NC(=O)Nc2cccc(Cn3cccn3)c2)c1	102.0	101.0	101.0	99.0	102.0	34	-10.0	12	101.0	21.8	-33.5
CCn1c(=O)c(-c2cc(=O)[nH][nH]2)c(O)c2ccccc21	92.0	90.0	92.0	92.0	90.0	19	-44.0	10	91.0	14.0	4.4
O=C(O)CCC(=O)Nc1ccc(Cc2ccc(NC(=O)CCC(=O)O)cc2)cc1	102.0	100.0	97.0	99.0	98.0	26	-30.2	4	104.0	12.9	nt
O=C(O)C1C2C=CC(O2)C1C(=O)NCCCn1ccnc1 (centres undefined)	97.0	97.0	96.0	95.0	99.0	27	-5.8	37	101.0	-0.3	nt
CCn1nnc(NC(=O)c2ccc(C(C)(C)C)cc2)n1	105.0	102.0	101.0	100.0	101.0	7	-16.5	8	106.0	5.4	5.9
CC1=Nc2ccccc2/C1=C\c1nc(-c2ccc(F)cc2)oc1O	100.0	99.0	97.0	98.0	98.0	16	-21.6	4	101.0	1.6	nt
Nc1nc(SCCO)[nH]c(=O)c1NC(=O)c1ccccc1F	94.0	98.0	92.0	101.0	97.0	13	-18.2	8	93.0	10.6	nt
COc1nc2c(C)cccc2cc1-c1noc(-c2ccco2)n1	95.0	98.0	98.0	96.0	95.0	22	5.0	5	98.0	21.1	8.7
CCCCc1nc2n[nH]c(N)c2c2c1CSC(C)(C)C2	98.0	99.0	100.0	98.0	102.0	17	2.5	8	102.0	22.8	-17.9
CSc1nsc(SCC(=O)N2CCc3ccccc32)n1	95.0	97.0	91.0	97.0	95.0	33	-22.0	12	97.0	2.3	-4.3
Cc1ccc(C)c(S(=O)(=O)Nc2ccc3scnc3c2)c1	99.0	100.0	97.0	95.0	99.0	30	-22.5	9	100.0	12.8	2.2
O=C(c1ccncc1)N1N=C(C2CCCCC2)CC1(O)C(F)(F)F (centres undefined)	94.0	95.0	95.0	102.0	97.0	11	-30.1	2	96.0	5.4	14.8
COc1ccc(CNC(=O)C(c2ccc(C)cc2)N(Cc2cccs2)C(=O)c2ccc3c(c2)OCCO3)cc1 (centres undefined)	102.0	100.0	101.0	95.0	98.0	8	-13.2	13	103.0	2.6	nt
Cc1cc(C)c2c(N)c(C(=O)NCc3ccco3)sc2n1	99.0	98.0	95.0	95.0	95.0	16	-31.1	6	99.0	21.4	nt
Cc1c(NC(=O)c2cc3ccccc3c(=O)s2)c(=O)n(-c2ccccc2)n1C	102.0	102.0	98.0	100.0	101.0	21	-14.8	6	105.0	3.9	nt
O=C(Cn1cnc2c(nnn2Cc2ccccc2F)c1=O)NCc1ccco1	100.0	99.0	97.0	97.0	97.0	5	-17.9	8	101.0	2.5	nt
CC(=O)N1[C@H](C)C=C[C@]1(Cc1ccccc1)C(=O)O	103.0	98.0	99.0	95.0	100.0	17	-11.9	10	103.0	2.0	nt
COc1ccc(-n2c(-c3cccc(C)c3[N+](=O)[O-])n[nH]c2=S)cc1	90.0	91.0	88.0	91.0	90.0	37	-15.3	11	85.0	nt	nt
Cc1c(NC(=S)N/N=C\c2ccccc2O)c(=O)n(-c2ccccc2)n1C	100.0	102.0	99.0	104.0	99.0	11	-80.2	4	103.0	-33.7	6.1
Cc1noc(C)c1Cn1nc(C(=O)O)c2ccccc2c1=O	101.0	101.0	99.0	101.0	99.0	26	-9.7	6	103.0	0.7	-15.4
CC1CCc2c(C(=O)NCCCN3CCOCC3)csc2C1 (centres undefined)	101.0	101.0	98.0	101.0	100.0	15	-41.1	13	99.0	20.4	nt
Oc1ccc(-c2csc(-c3cccnc3)n2)c(O)c1	83.0	85.0	90.0	92.0	85.0	7	-46.8	8	84.0	17.2	-2.3
Cc1cccc2cc(C3CC(c4cccs4)=NN3C(=O)CCC(=O)O)c(Cl)nc12 (centres undefined)	97.0	99.0	97.0	97.0	98.0	9	7.8	7	99.0	5.0	11.8
Cc1c(C(=O)Nc2ccc(OCc3ccccc3)cc2)cccc1[N+](=O)[O-]	104.0	104.0	101.0	102.0	104.0	14	-4.2	37	104.0	16.6	-19.5
Cc1nc2cc(CC(=O)O)ccc2o1	100.0	100.0	98.0	98.0	98.0	12	-4.5	39	102.0	6.0	nt
O=C(CN1CCCC1)NCC12CC3CC(CC(C3)C1)C2	99.0	101.0	99.0	99.0	98.0	8	-0.5	18	97.0	20.0	nt
COc1ccc(Cl)cc1N(C(C)C(=O)O)S(C)(=O)=O (centres undefined)	94.0	96.0	94.0	99.0	95.0	11	0.2	12	96.0	2.4	4.6
CC(=O)Nc1cccc(C(=O)OC(C(=O)c2ccc(C)c(C)c2)c2ccccc2)c1 (centres undefined)	98.0	100.0	96.0	99.0	99.0	14	12.1	33	97.0	-28.3	nt
CC(=O)Nc1ccc(-c2cn3ccsc3n2)cc1	99.0	100.0	97.0	99.0	98.0	12	-10.9	8	99.0	2.9	nt
NC(=O)C1=C[C@H](c2csc3ccccc23)C[C@H](OCc2ccc(CO)cc2)O1	95.0	96.0	95.0	97.0	95.0	21	1.0	7	94.0	-16.1	nt
CC(=O)C(=Nc1ccccc1Cl)NNc1ccc(Cl)cc1	95.0	98.0	95.0	97.0	95.0	26	-19.1	10	101.0	15.6	16.2
CCOc1cc(Br)c(/C=C2/C(=O)N(C)C(=S)N2CC(=O)OC)cc1OC	101.0	101.0	99.0	99.0	102.0	16	-18.1	15	102.0	11.4	nt
Cc1ccc(C2=NNC(C(O)C(O)C(O)C(O)CO)S2)cc1 (centres undefined)	101.0	102.0	97.0	101.0	102.0	21	-49.4	14	100.0	0.6	nt
c1ccc(OCc2nnc3sc(-c4cccs4)nn23)cc1	106.0	103.0	100.0	101.0	104.0	44	16.6	9	105.0	0.6	nt
S=c1nc(C2CCCCC2)[nH]c2ccccc12	91.0	94.0	91.0	102.0	94.0	14	-19.0	10	92.0	5.9	-5.8
COc1ccc(C(OC(=O)c2c(C)noc2C)C(=O)NC2CCCC2)cc1 (centres undefined)	104.0	98.0	96.0	98.0	100.0	9	-31.1	9	99.0	-8.1	nt
CCO[C@@H]1OC(C(=O)N2CCN(Cc3ccc4c(c3)OCO4)CC2)=C[C@H](c2ccc3c(c2)OCO3)[C@H]1CCCO	98.0	99.0	99.0	103.0	98.0	20	-3.0	5	100.0	3.0	-16.1
Cc1cc(C)nc(NC(=O)CSc2nnnn2-c2ccccc2)n1	107.0	104.0	103.0	98.0	101.0	7	-15.9	10	111.0	4.1	-22.4
O=C(c1ccccc1)c1nnc(-c2ccccc2F)o1	98.0	103.0	99.0	103.0	100.0	46	-12.0	10	104.0	3.7	6.0
Cc1noc(C)c1S(=O)(=O)Nc1ccc(C(=O)N2CCc3ccccc3C2)cc1	104.0	103.0	99.0	99.0	102.0	24	-15.1	11	104.0	9.2	17.3
COC(=O)CSc1nc2ccc(C)cc2[nH]1	99.0	98.0	98.0	100.0	95.0	13	-37.5	10	98.0	-5.5	nt
COc1ccccc1-n1c(SCC(=O)Nc2cccc3ccccc23)nc(O)cc1=O	101.0	102.0	99.0	100.0	100.0	7	-65.8	12	102.0	10.1	nt
COc1cc(/C=N/NC(=O)C(=O)N2CCCC2)ccc1O	101.0	100.0	101.0	101.0	102.0	18	-41.6	16	105.0	-7.0	nt
O=c1cc(N2CCN(Cc3ccccc3)CC2)[nH]c(=O)n1-c1cccc(C(F)(F)F)c1	100.0	102.0	100.0	101.0	101.0	28	-18.1	7	109.0	7.4	nt
CCn1c(SCC(=O)Nc2ccc(NC(=O)c3ccco3)c(OC)c2)nc2ccccc2c1=O	96.0	100.0	99.0	97.0	96.0	13	31.7	10	99.0	39.9	-3.0
O=C(Nc1cccc(NC(=O)c2cccs2)c1)c1ccco1	98.0	99.0	97.0	94.0	96.0	17	-7.5	40	98.0	-2.4	nt
Cc1ccc2sc(NC(=O)CSc3nc(C)cc(C)c3C#N)nc2c1	99.0	99.0	96.0	97.0	96.0	14	-12.3	11	98.0	-36.0	-11.9
Cc1ccc(-c2nc(N)sc2CC(=O)OCC(=O)N2C(C)CCCC2C)cc1 (centres undefined)	100.0	101.0	100.0	104.0	101.0	11	-7.0	5	101.0	8.7	-10.6
COc1cc(C2CC(=O)NC(SCC(=O)Nc3ccccc3C)=C2C#N)ccc1O (centres undefined)	101.0	98.0	100.0	96.0	97.0	13	-42.6	29	103.0	26.2	-4.2
CCC(=O)Nc1cc(C)c(OC)c(C)c1	95.0	95.0	96.0	96.0	96.0	14	-24.3	10	98.0	10.0	5.5
Cc1ccc(C2=Nc3ccccc3N=C(c3ccco3)C2)c(O)c1	100.0	100.0	98.0	97.0	98.0	26	-21.7	14	103.0	17.4	nt
FC(F)(F)c1cc(-c2ccco2)nc(NCc2ccccc2)n1	98.0	98.0	94.0	96.0	95.0	12	7.9	30	96.0	6.0	-12.1
O=C(COC(=O)c1ccc(F)cc1F)Nc1ccc2[nH]c(=O)[nH]c2c1	97.0	95.0	93.0	98.0	95.0	13	-0.6	9	102.0	68.8*	6.9
CCOC(=O)NC(=O)COC(=O)CCCc1nc2ccccc2s1	98.0	96.0	96.0	105.0	101.0	9	-5.2	21	96.0	13.5	-6.8
